Mdm2-MdmX inh – inhibitors of human Mdm2-MdmX association, primary screen, cell-based, luminescence, split luciferase, SaOS-2, uHTS; actives 3% (n = 330,000); Protein Mdm4 (Homo sapiens) + E3 ubiquitin-protein ligase Mdm2 (Homo sapiens), …; SaOS-2 split-luciferase Mdm2/MdmX complementation; inhibition, % at 8 µM;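 active = inhibition of at least 50% at 8 µM in the primary screen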
Target sequence (O15151 whole entry, looked up): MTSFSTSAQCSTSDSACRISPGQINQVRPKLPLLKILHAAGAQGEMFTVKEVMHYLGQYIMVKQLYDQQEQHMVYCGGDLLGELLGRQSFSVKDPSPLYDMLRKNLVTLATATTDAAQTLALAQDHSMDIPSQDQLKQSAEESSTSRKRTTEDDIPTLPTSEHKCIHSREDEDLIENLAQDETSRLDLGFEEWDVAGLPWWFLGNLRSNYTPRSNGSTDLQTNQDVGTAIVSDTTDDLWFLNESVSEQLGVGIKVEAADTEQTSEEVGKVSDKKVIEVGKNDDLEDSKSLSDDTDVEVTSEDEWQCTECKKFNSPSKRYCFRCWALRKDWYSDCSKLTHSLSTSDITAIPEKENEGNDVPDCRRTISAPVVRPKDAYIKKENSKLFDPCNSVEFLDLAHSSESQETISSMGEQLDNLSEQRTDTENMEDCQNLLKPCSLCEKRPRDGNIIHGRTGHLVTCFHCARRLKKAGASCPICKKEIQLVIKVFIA
Target sequence (Q00987 whole entry, looked up): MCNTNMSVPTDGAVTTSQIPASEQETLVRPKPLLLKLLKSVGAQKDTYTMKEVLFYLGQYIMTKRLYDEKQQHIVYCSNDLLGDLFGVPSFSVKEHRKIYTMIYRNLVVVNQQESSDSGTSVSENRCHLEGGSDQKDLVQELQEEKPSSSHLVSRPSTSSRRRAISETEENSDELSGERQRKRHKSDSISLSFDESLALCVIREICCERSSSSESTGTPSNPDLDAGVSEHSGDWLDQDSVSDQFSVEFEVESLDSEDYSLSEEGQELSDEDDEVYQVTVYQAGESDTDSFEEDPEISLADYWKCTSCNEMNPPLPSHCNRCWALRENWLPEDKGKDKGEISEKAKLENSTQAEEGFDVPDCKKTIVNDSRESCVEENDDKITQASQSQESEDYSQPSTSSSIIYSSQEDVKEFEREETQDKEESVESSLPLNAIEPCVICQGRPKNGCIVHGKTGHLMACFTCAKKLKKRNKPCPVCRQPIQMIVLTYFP
APJ antagonist – antagonists of human apelin receptor APJ, primary screen, CHO-K1 cells, beta-arrestin complementation, luminescence; actives 0.32% (n = 330,000); AID 2521, 2010; P35414; inhibition, % at 20 µM;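 active = inhibition above about 40% at 20 µM, limit read from the data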;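 note: cells challenged with 10 nM apelin-13 agonist together with compound; plate controls were apelin-13 plus DMSO wells for no effect and DMSO wells lacking apelin-13 for full effect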
tim23-1 inh – growth inhibitors of tim23-1 mutant yeast, primary screen, luminescence, uHTS; S. cerevisiae tim23-1 growth, BacTiter-Glo luminescence, 24 h; inhibition, % at 20 µM; actives 1.3% (n = 330,000);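 active = growth inhibition of the mutant yeast at or above 50%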;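 note: temperature-sensitive mutant grown at 25 °C; plate controls were DMSO-treated mutant yeast for no effect and medium wells lacking yeast for full effect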
CCR6 antag – CCR6 receptor antagonists, primary screen, cell-based, CHO-K1, luminescence, beta-arrestin, uHTS; C-C chemokine receptor type 6 (Homo sapiens), P51684; CHO-K1 CCR6 PathHunter beta-arrestin, CCL20-stimulated; inhibition, % at 20 µM; actives 0.49% (n = 340,000);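 active = compounds whose inhibition of the agonist-driven luminescence signal at 20 µM reaches about 50%, limit read from the data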;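 note: cells stimulated with CCL20 at 14 nM final; plate controls were DMSO with CCL20 for no effect and DMSO without agonist for full effect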
UPR CHOP act – activators of apoptotic CHOP UPR arm, primary screen, cell-based, CHO-CHOP luciferase reporter, luminescence, uHTS. UPR activation; percent of tunicamycin response over DMSO baseline. actives 0.34% (n = 330,000). AID 449763, 2010. activation, % at 10 µM;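 active = at 10 µM dose, activation of 40% or more, normalized to positive control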;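 note: 100% = tunicamycin at 10 µg/mL and 0% = DMSO alone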
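Test system: CHO CHOP reporter cells. Input: 500 CHO-CHOP cells per well. Medium: F12 with 10% FBS. Technique: luciferase luminescence. Measure: percent activation relative to tunicamycin control. Dosing: 10 µM compound, 0.5% DMSO. Timing: 16-18 h cell attachment, then 6 h compound exposure, 37 °C.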
CXCR6 block – CXCR6 receptor inhibitors, primary screen, cell-based, beta-arrestin, luminescence, CHO-K1 PathHunter, 1536-well | C-X-C chemokine receptor type 6 (Homo sapiens), O00574 | inhibition, % at 20 µM | actives 0.36% (n = 360,000) | AID 602244, 2012; in the data active = inhibition above about 34%, passing the limit was not always enough;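 note: antagonist mode with CXCL16 agonist at 10 nM final; 0% = 10 nM CXCL16 with DMSO and 100% = unstimulated wells without agonist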
APJ agonist – agonists of human apelin receptor APJ, primary screen, CHO-K1 cells, PathHunter beta-arrestin, luminescence; activation, % at 20 µM; P35414; 0% DMSO wells, 100% apelin; actives 0.11% (n = 330,000);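 active = activation more than six SD over the plate average, tested at 20 µM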;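 note: 0% = DMSO alone and 100% = apelin-13 at 10 nM; some results filed as inactive read as strong as hits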
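Test system: CHO-K1 APJ beta-arrestin complementation cell line | Compound: Single test compound dose, 20 µM final, 1% DMSO | Incubation: Compound 90 min 25 °C, reagent 1 h | Measured by: beta-gal luminescence | Read-out basis: APJ–arrestin association signal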
UPR XBP1 act – activators of adaptive XBP1 UPR arm, primary screen, cell-based, CHO-XBP1 luciferase reporter, luminescence, uHTS | activation, % at 20 µM | IRE1-XBP1 UPR activation; percent of tunicamycin response, DMSO as zero | AID 463104, 2010 | actives 0.33% (n = 330,000);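 active = versus positive control, 20 µM dose yields 30% or more activation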;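 note: 100% = tunicamycin at 10 µg/mL and 0% = DMSO only wells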
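Assay system: IRE1-XBP1 luciferase reporter CHO line. Input: 1000 cells/well. Buffer or medium: F12 with 10% serum. Doses: 20 µM, 1% DMSO. Times: overnight seeding at 37 °C, 6 h compound treatment at 37 °C. Technique: Steady-Glo luciferase glow luminescence, 10 min after reagent addition.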
EBI2 block – EBI2 receptor antagonists, beta-arrestin recruitment, primary screen, cell-based, luminescence, 7a,25-OHC stimulation, uHTS. AID 651636, 2012. inhibition, % at 5 µM. G-protein coupled receptor 183 (Homo sapiens), P32249. 7a,25-OHC stimulated. actives 0.81% (n = 360,000); in the data active = inhibition above about 38%;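 note: enzyme fragment complementation signal reports receptor beta-arrestin coupling in cells; 0% = agonist plus DMSO wells and 100% = wells without agonist; some results beyond the cut were filed as inactive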
* hit, by the source's call; / = not tested or not shown; & = joins results of further samples. These rows are one share of the data; count on the stated rates, not on these rows.

SMILES | Mdm2-MdmX inh | APJ antagonist | tim23-1 inh | CCR6 antag | UPR CHOP act | CXCR6 block | APJ agonist | UPR XBP1 act | EBI2 block
CCOC(=O)N1CCN(c2ccc(F)cc2[N+](=O)[O-])CC1 | -13.7 | 0.0 | -1.3 | 11.2 | -1.5 | -3.3 | -1.5 | -2.7 | 0.4
Cc1cc(C)n(-c2ncnc3sc4c(c23)CC(C)CC4)n1 (stereo not given) | 35.4 | 0.4 | 34.3 | 18.9 | 1.2 | 9.3 | 2.4 | 4.1 | 0.3
COc1ccc(N2C(=O)c3cccc4c(N(C)CCO)ccc(c34)C2=O)cc1 | -0.9 | 10.2 | 6.8 | 26.8 | 5.4 | 17.2 | -0.2 | -3.2 | 8.0
Cc1cccc(C(=O)N2CC(=O)Nc3ccc(F)cc3C2c2ccc(F)cc2)c1 (stereo not given) | -29.9 | 12.1 | 15.1 | 14.8 | 3.0 | 0.0 | 0.2 | -5.7 | -12.6
COc1ccc(NC(=O)CCc2nc3ccccc3c(=O)[nH]2)cc1S(=O)(=O)N1CCCCC1 | 3.7 | 6.6 | -5.9 | 9.7 | 1.7 | -2.0 | -0.8 | 1.8 | 5.8
Cc1ccc(S(=O)(=O)NC(CC(=O)NCC2CCCO2)c2ccccc2)cc1 (stereo not given) | 16.2 | 17.3 | -9.7 | 2.3 | -0.1 | -1.6 | -2.9 | 5.4 | 4.8
COc1ccc(C(=O)N[C@H](C(=O)OCC(=O)NC(=O)c2cccn2C)C(C)C)cc1 | 15.1 | 14.8 | 13.4 | -21.7 | 5.5 | 1.2 | -0.6 | -3.0 | -3.1
CC(O)/C=C/C1OC(=O)CC1Nc1ccc(C=O)cc1 (stereo not given) | -8.0 | -54.9 | 3.7 | 8.6 | 0.7 | 3.9 | -3.7 | 0.7 | 1.7
O=C(O)CP(=O)(c1ccccc1)c1ccccc1 | -11.2 | -1.8 | -10.7 | -5.3 | 0.9 | 3.7 | -4.9 | -1.7 | -8.8
OC(CNCc1ccccc1)(c1ccc(F)cc1)c1ccc(F)cc1 | 9.1 | 24.6 | 8.9 | 5.0 | -1.1 | -6.0 | -1.5 | -1.3 | 11.5
FC(F)(F)c1cccc(CN2CCN(c3ncccn3)CC2)c1 | 17.3 | 7.3 | -18.6 | 14.0 | 1.2 | 7.1 | -1.0 | -2.8 | 3.8
O=C(O)c1c[nH]ccc1=O | 15.6 | 0.8 | -7.6 | -4.3 | -3.1 | 5.7 | 0.2 | -4.3 | 13.3
Cc1ccc(C(C)C)c(OCC(=O)Nn2c(=O)[nH]c3ccccc3c2=O)c1 | 9.8 | -5.7 | 16.1 | -2.2 | 5.7 | -8.2 | 3.2 | -1.4 | -1.6
Cc1onc(-c2c(Cl)cccc2Cl)c1C(=O)N1CCN(c2ccc(F)cc2)CC1 | -7.2 | -20.7 | 31.6 | 5.8 | -1.2 | 0.7 | 1.4 | -3.9 | 16.4
O=C(c1ccc(Cl)cc1)N1CCN(C(=O)C2CCCCC2)CC1 | 15.7 | 4.6 | 10.2 | 3.3 | -1.5 | -4.2 | 0.8 | -3.2 | 59.7*
CCN(CC)CCCNC(=O)c1cc(-c2ccc(Cl)cc2)on1 | 20.1 | 7.5 | -1.9 | 11.1 | 1.7 | 5.0 | -3.5 | -1.0 | -15.6
CC(C)c1ccc(OCc2ccc(C(=O)N3CCN(c4ccccn4)CC3)cc2)cc1 | 21.3 | 6.5 | 21.0 | -12.0 | 2.2 | 0.8 | -1.2 | -3.7 | 12.5
CCc1ccc(NC(=S)NC(=O)c2c(-c3ccccc3Cl)noc2C)cc1 | 20.1 | 23.2 | 18.1 | 42.0 | -0.6 | 24.9 | -3.8 | -1.5 | 6.7
N#Cc1cn(CCCOc2ccccc2)c2ccccc12 | 17.2 | 12.6 | -12.4 | 17.4 | -0.8 | -0.2 | -3.2 | 7.3 | 7.6
CC1CCN(C(=O)CCc2ccc(Oc3cc([N+](=O)[O-])cc([N+](=O)[O-])c3)cc2)CC1 | -11.5 | -13.8 | 45.8 | 2.4 | -0.8 | -17.4 | 3.0 | -1.1 | -8.3
Cc1c(C)c2c(OCC(=O)NCc3ccco3)cc3c(c2oc1=O)CCC(C)(C)O3 | 20.7 | -60.3 | -2.1 | 6.0 | 0.3 | -4.5 | 1.0 | 1.7 | 4.9
O=S1(=O)c2ccccc2N=NN1Cc1cc(Cl)cc(Cl)c1 | 0.2 | -1.0 | 22.9 | / | -0.2 | / | 2.3 | -2.9 | /
Cc1cccc(OC2CCN(Cc3c(C(=O)N4CCCC4)nc4ccccn34)CC2)c1 | -0.3 | 10.1 | -12.0 | -5.9 | -2.0 | 5.5 | -1.0 | 0.9 | -8.7
COc1ccc2c(=O)c(-c3cnn(-c4ccccc4)c3)c(C)oc2c1 | 8.3 | 0.1 | 46.4 | 13.3 | 0.4 | -11.6 | 0.5 | 0.2 | 17.7
O=c1[nH]cccc1-c1nc2cc(Cl)ccc2n1Cc1ccccc1 | 6.9 | 13.1 | 12.1 | 13.2 | -1.6 | -4.2 | -0.9 | -5.8 | -0.9

Whole records, looked up by structure. Order of values: Mdm2-MdmX inh, APJ antagonist, tim23-1 inh, CCR6 antag, UPR CHOP act, CXCR6 block, APJ agonist, UPR XBP1 act, EBI2 block
CC(O)/C=C/C1OC(=O)CC1Nc1ccc(C=O)cc1 (stereo not given) is listed as -8.0, -54.9, 3.7, 8.6, 0.7, 3.9, -3.7, 0.7, 1.7
FC(F)(F)c1cccc(CN2CCN(c3ncccn3)CC2)c1 is listed as 17.3, 7.3, -18.6, 14.0, 1.2, 7.1, -1.0, -2.8, 3.8
COc1ccc(N2C(=O)c3cccc4c(N(C)CCO)ccc(c34)C2=O)cc1 is listed as -0.9, 10.2, 6.8, 26.8, 5.4, 17.2, -0.2, -3.2, 8.0
N#Cc1cn(CCCOc2ccccc2)c2ccccc12 is listed as 17.2, 12.6, -12.4, 17.4, -0.8, -0.2, -3.2, 7.3, 7.6

Additional compounds:
SMILES | Mdm2-MdmX inh | APJ antagonist | tim23-1 inh | CCR6 antag | UPR CHOP act | CXCR6 block | APJ agonist | UPR XBP1 act | EBI2 block
O=C(COc1ccc(Br)cc1)N1CCN(c2ccc([N+](=O)[O-])c(N3CCCCC3)c2)CC1 | -8.8 | 7.9 | 22.7 | 15.3 | 2.7 | 13.5 | 1.2 | 0.1 | 77.0*
CCNC(=O)Nc1cc2nc(C)n(Cc3ccc(Br)cc3)c2nc1C | 12.2 | 12.2 | 1.9 | 0.6 | 0.5 | -9.3 | -1.4 | -4.7 | 2.0
O=C1CC(N2C(=O)/C(=C/C=C/c3ccccc3)SC2=S)C(=O)N1c1ccccc1 (stereo not given) | -17.8 | -9.1 | 39.6 | 30.2 | -0.1 | 5.5 | -1.2 | -0.4 | 5.7
COc1ccc(CN2C(=O)C(C)Nc3ncnc(N4CCN(c5ccccc5)CC4)c32)cc1 (stereo not given) | 20.2 | 68.1* | 18.6 | 80.2* | 0.9 | 68.1* | -11.8 | -0.3 | 32.8&31.8
CN(CC(=O)Nc1c(Cl)cccc1Cl)C(=O)Cn1[nH]c(=O)c2ccccc2c1=O | -13.8 | 32.9 | -7.4 | -0.5 | 1.4 | -1.8 | -3.1 | -1.1 | -11.4
Cc1cc(/C=N/NC(=O)COc2cccc3cccnc23)c(C)n1-c1ccc(O)cc1 | -6.2 | -3.5 | -24.7 | 0.5 | 2.9 | 4.2 | -1.2 | -0.7 | -2.0
Cc1cc(C(=O)CCC(=O)Nc2ncccc2C)c(C)s1 | 19.9 | 1.4 | -3.3 | 2.5 | 4.8 | -1.1 | -5.9 | -1.3 | 5.5
Cc1ccccc1NC(=O)c1cccc(C(F)(F)F)c1 | 14.2 | 0.8 | 21.6 | 14.6 | 1.5 | -2.8 | 0.7 | 1.7 | -10.1
CCC1CCCCN1CCCNC(=O)CSc1nc2nc(C)c(Cc3ccccc3)c(C)n2n1 (stereo not given) | 13.2 | -16.7 | 8.4 | 13.5 | -2.4 | 5.5 | -1.1 | -1.4 | -1.3
Cc1ccc(NCC(=O)N/N=C/c2cccn2C)cc1 | 26.8 | -1.2 | 5.9 | 9.9 | 0.5 | -6.5 | -1.3 | 1.4 | 31.1
COc1ccc2ccccc2c1CNC(C)c1ccccc1 (stereo not given) | 25.7 | 3.3 | 2.5 | 1.0 | -0.2 | 0.3 | -3.9 | -4.1 | 22.3
Cn1nc(C(=O)NCCc2ccc(S(N)(=O)=O)cc2)c2c1-c1ccccc1S(=O)(=O)C2 | 17.3 | 9.1 | 3.7 | 1.7 | 3.3 | 0.6 | -4.4 | -5.1 | -6.8
O=C(CCc1c[nH]c2ccccc12)NCCc1ccc2c(c1)OCCO2 | 20.8 | 7.8 | 13.8 | 6.5 | 1.6 | 10.6 | -1.6 | -4.6 | -4.1
CC(C)c1ccc(NC(=O)NC2CC3CCC(C2)N3Cc2cccs2)cc1 (stereo not given) | 3.7 | -22.3 | 0.9 | 13.6 | -1.2 | 2.1 | -3.4 | -0.3 | -2.0
Cc1noc(NS(=O)(=O)c2ccc(NC(=O)c3oc4ccc(F)cc4c3C)cc2)c1C | -34.0 | -0.7 | 17.9 | 3.4 | -0.8 | 5.3 | 4.8 | -2.8 | -1.7
CCOC(=O)C1CCN(c2nc(C)nc3c2oc2ccccc23)CC1 | 4.3 | 44.6* | 13.8 | 3.0 | -0.9 | 2.9 | -4.9 | -1.1 | 1.1
Cc1ccc(S(=O)(=O)NCC(=O)N(CC(=O)NC(C)(C)C)Cc2ccc3c(c2)OCO3)cc1 | 19.2 | -3.4 | -5.8 | 18.0 | -0.9 | -2.4 | -4.8 | -2.5 | -2.6
CC1CCc2nc(NCCO)nc(C(F)(F)F)c2C1 (stereo not given) | 10.0 | 1.8 | 7.7 | 5.1 | -0.1 | -3.5 | 2.0 | 2.5 | -1.4
CC(=O)Oc1cccc(N2C(=O)C3C(C2=O)C2C=CC3C23CC3)c1 (stereo not given) | 0.2 | 2.5 | 12.8 | 2.0 | 0.8 | -2.2 | 0.3 | 3.3 | -6.0
Nc1ccc(NC(=O)c2cccc(C(=O)Nc3ccc(N)cc3Cl)c2)c(Cl)c1 | 35.9 | -0.2 | 26.1 | 8.3 | 1.5 | -11.4 | -2.5 | 0.7 | -2.7
COc1cccc(/C=N/Nc2ncnc3c2ncn3Cc2ccccc2)c1O | 81.8* | -6.3 | 7.9 | 8.5 | 0.1 | -4.4 | 0.0 | 2.3 | -8.9

Screens: PubChem BioAssay, Sanford-Burnham Center for Chemical Genomics
